# NR2E3 ag-1: agonists of human nuclear receptor NR2E3. GST-NR2E3/biotin-RetCOR TR-FRET, 1536-well. inhibition of corepressor binding, % at 4.78 µM. 320,000 tested, 0.12% active. Q9Y5X4. AID 2300;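 active = percent inhibition above the cutoff of mean plus 3 SD of all tested compounds, set per screening campaign, cut at about 20% in these data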;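 note: 0% = DMSO wells and 100% = biotin wells as full block of FRET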
# Target sequence (Q9Y5X4 whole entry, looked up): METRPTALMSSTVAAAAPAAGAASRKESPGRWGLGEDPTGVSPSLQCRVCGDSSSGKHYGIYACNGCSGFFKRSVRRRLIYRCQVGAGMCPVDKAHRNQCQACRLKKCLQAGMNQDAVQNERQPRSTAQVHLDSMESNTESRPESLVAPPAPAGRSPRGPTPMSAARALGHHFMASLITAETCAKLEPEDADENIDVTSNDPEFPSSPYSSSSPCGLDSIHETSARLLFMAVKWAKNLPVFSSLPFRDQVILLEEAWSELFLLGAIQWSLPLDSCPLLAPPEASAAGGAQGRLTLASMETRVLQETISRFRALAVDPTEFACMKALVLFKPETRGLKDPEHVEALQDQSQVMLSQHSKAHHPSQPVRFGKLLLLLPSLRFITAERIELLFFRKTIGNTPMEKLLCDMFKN
#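 System: GST-tagged NR2E3 plus biotinylated RetCOR corepressor; Buffer or medium: pH 7.5 Tris-based buffer; Probe or stimulus: RetCOR corepressor, biotinylated, 7 nM; Doses: compound at 4.8 µM, single dose; Schedule: 5 h incubation at 4 °C; Technique: time-resolved FRET; Evaluation: percent inhibition of TR-FRET ratio; Replication: one well per compound, singlicate testing.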
# KKLEB cytotox: counter-screen for CF NF-kB inhibitors: cytotoxicity. KKLEB CF airway cells viability, ATPlite luminescence, overnight; active compounds read low; cells stimulated with P. aeruginosa culture filtrate. activity change (cytotoxicity), % at 5 µM. 360,000 tested, 0.36% active;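 active = corrected activity change at or below -50% at 5 µM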
# Peg3 promoter: reduces Peg3 promoter-driven luciferase expression in HeLa; HeLa PEG-Prom luciferase reporter, luminescence, overnight; inhibition, % at 20 µM; 360,000 tested, 1.7% active;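 active = inhibition of at least 50% at 20 µM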
# Shn3 inh set2: reduces Shn3 3'UTR luciferase signal in osteoblasts | Clone20 osteoblast Shn3 3'UTR firefly luciferase, 24 h | inhibition, % at 12.5 µM | 360,000 tested, 0.52% active;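 active = mean inhibition of at least 75% with every replicate also reaching 75%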;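 note: 0% = median of neutral control wells and 100% = pilot-screen positive control compound; some compounds past the cut are filed as inactive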
# MITF TRPM1 inh: reduces MITF-dependent TRPM1 promoter luciferase signal. inhibition, % at 12.5 µM. 330,000 tested, 0.83% active. SK-MEL-5 TRPM1 promoter luciferase, 24 h;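 active = mean inhibition across replicates of 60% or more, whatever share of single replicates reaches that level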; note: values of inactives mirror those of a sister screen read the other way
# hiPSC survival: hiPSC single-cell survival enhancement; survival enhancement, % at 20 µM; 360,000 tested, 0.044% active; ATPlite luminescence; 100% = ROCK inhibitor wells, 0% = DMSO; in the data active = survival enhancement above about 18%;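 note: cells exposed to compounds for 16 hours before the ATP read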
# TWEAK-Fn14 inh: blocks TWEAK-Fn14 interaction in a reporter cell assay; TWEAK-stimulated Fn14 reporter cells, luciferase luminescence, 8 h; inhibition, % at 10 µM; 360,000 tested, 2% active; AID 1159606; in the data active = inhibition above about 50%
# NR2E3 ag-2: human photoreceptor-specific nuclear receptor agonism; CHO-S Gal4-NCOR/VP16-NR2E3 two-hybrid, luciferase; AID 602229; 360,000 tested, 0.35% active; Q9Y5X4; inhibition of corepressor binding, % at 3.98 µM;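 active = inhibition above the mean of all tested compounds plus 3 SD, cut at about 70% in these data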;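 note: 0% = DMSO with NR2E3 transfected cells and 100% = cells lacking NR2E3 construct; higher means lower luciferase signal from less NR2E3 corepressor binding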
# aDG glyco act: alpha-DG glycosylation activation. 360,000 tested, 0.22% active. AID 624168. activation, % at 10 µM. Pro5-aDG cells, alpha-DG glycosylation AlphaScreen (IIH6); 0% Pro5, 100% B10-LARGE cell signal;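 active = activation of at least 8% versus controls, or a plate z-score of at least 8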;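 note: Pro5 are CHO cells carrying HIG-tagged alpha-DG that lacks glycosylation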
# HIF-2a block: HIF-2a inhibition; 360,000 tested, 0.72% active; inhibition, % at 18.8 µM; 786-0 RCC cells HIF-2a reporter, luciferase luminescence, overnight; AID 624352;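 active = inhibition of the luminescence signal of 40% or more relative to plate controls, in a single-dose primary screen at 18.75 µM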
# CF NFkB block: inhibitors of cystic fibrosis induced NF-kB; KKLEB NF-kB-GFP reporter, PAF-induced, GFP fluorescence overnight; inhibition, % at 5 µM; 360,000 tested, 0.86% active; AID 588850;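 active = at least 50% inhibition at 5 µM, scaled per plate between neutral and stimulator controls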;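 note: PAF is a Pseudomonas aeruginosa culture filtrate used as stimulus; plate controls were PAF-stimulated DMSO wells for no effect and unstimulated DMSO wells for full effect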
# * hit, by the source's call; . = no result given. Compounds as they come; overall some 4.4% were active at least once.
1: COc1ccc(CC(=O)NC(C)c2nnc(SCC(=O)Nc3nc(C)cs3)n2C)cc1 (stereo not given)
2: O=C(CN1CCCc2ccccc21)NC(=O)NC1CCCCC1
3: COc1ccc(/C=C(\C#N)C(=O)OCC(=O)N2CC(C)OC(C)C2)cc1 (stereo not given)
4: Cc1ccc(NC(N)=S)cc1
5: Cc1nc(NC(=O)C23CCC(C)(C(=O)O2)C3(C)C)sc1C (stereo not given)
6: COc1ccc(OC)c(/C=N/NC(=S)NCCc2ccccc2)c1
7: Cn1c(SCC(=O)Nc2ccc(F)cc2F)nnc1-c1cccnc1
8: CCOC(=O)COc1ccc(/C=C2/C(=O)NN(c3ccc(F)cc3)C2=O)cc1OC
Screen / compound no.	1	2	3	4	5	6	7	8
NR2E3 ag-1	2.3	2.0	0.0	-0.2	-2.0	.	0.2	-1.4
KKLEB cytotox	4.4	4.0	-1.1	8.8	-0.5	-12.5	-3.4	-12.4
Peg3 promoter	11.8	13.3	13.6	-4.8	2.2	16.7	-2.1	7.8
Shn3 inh set2	4.1	2.9	-28.7	10.2	13.7	5.1	2.8	-12.5
MITF TRPM1 inh	3.8	18.4	-8.5	-3.8	1.0	13.0	12.8	0.2
hiPSC survival	1.9	-0.5	1.8	-2.5	-1.7	-0.4	1.1	-0.3
TWEAK-Fn14 inh	5.2	-14.4	-11.5	10.7	-2.5	-2.3	-10.4	-3.4
NR2E3 ag-2	17.3	-37.1	-30.7	11.8	-22.1	-5.1	21.3	2.5
aDG glyco act	0.1	-0.1	0.2	-0.4	-0.1	0.3	0.0	0.0
HIF-2a block	16.6	-37.0	14.2	3.1	-10.1	6.2	-11.3	13.5
CF NFkB block	-11.6	6.7	-5.9	-0.8	8.9	13.9	2.7	13.5

9: Cc1ccc(C)c(S(=O)(=O)N2CCN(CC(=O)Nc3cc(C)on3)CC2)c1
10: CC(C(=O)Nc1sc2c(c1C(=O)NCC1CCCO1)CCC2)N1C(=O)c2ccccc2C1=O (stereo not given)
11: O=C(OCc1ccc([N+](=O)[O-])cc1Cl)c1cnccn1
12: CC(=O)Cc1nsc(NC(=O)c2ccccc2Cl)n1
13: O=C(NCc1ccncc1)[C@@H]1CCCN1C(=O)[C@@H]1CCCN1C(=O)c1ccccc1
14: O=C1C2C3C=CC(O3)C2C(=O)N1N=Cc1ccc2c(c1)OCO2 (stereo not given)
15: CC(NC(=O)COC(=O)c1cc(=O)[nH]c2ccccc12)c1ccccc1 (stereo not given)
16: Cc1ccc2c(c1)N(C(=O)CCC(=O)NCCCN1CC(C)CC(C)C1)CCO2 (stereo not given)
Screen / compound no.	9	10	11	12	13	14	15	16
NR2E3 ag-1	-1.3	1.6	0.5	-5.7	.	.	4.3	8.1
KKLEB cytotox	5.5	6.6	-11.4	1.0	.	-1.9	6.7	19.3
Peg3 promoter	15.4	10.8	12.5	-7.2	.	-184.9	0.3	-5.0
Shn3 inh set2	-9.4	-18.0	4.6	-34.4	.	-78.1	-0.3	9.8
MITF TRPM1 inh	3.5	-9.6	2.7	5.1	.	-26.9	7.6	7.0
hiPSC survival	5.1	2.6	-0.4	-0.2	0.5	-2.2	-1.4	3.2
TWEAK-Fn14 inh	13.4	21.4	-6.3	0.5	1.5	-5.6	1.9	3.6
NR2E3 ag-2	-22.0	-0.6	6.0	8.6	16.1	18.5	-18.6	7.3
aDG glyco act	-0.2	0.0	-0.1	-0.2	-0.1	0.0	-0.4	0.2
HIF-2a block	10.7	16.1	24.1	-20.9	11.0	-116.0	1.6	1.2
CF NFkB block	3.5	6.9	16.4	11.9	.	-5.1	-16.4	1.5

17: Cc1ccc2c(CSc3nc4ccccc4c(=O)n3CCCO)cc(=O)oc2c1C
18: O=C(/C=C/[C@H]1O[C@@H](n2cnc3c(NC(=O)c4ccccc4)ncnc32)[C@H](O)[C@@H]1O)NCCc1c[nH]c2ccccc12
19: O=C(CC1Sc2ccccc2NC1=O)NNc1cccc(Cl)c1Cl (stereo not given)
20: CCCCNC(=O)c1ccccc1SCC(=O)NC1CCCCCCC1
21: Cc1occc1-c1nnc(SCC(=O)NC2CCCC2)n1-c1ccccc1
Screen / compound no.	17	18	19	20	21
NR2E3 ag-1	2.3	.	.	0.9	2.8
KKLEB cytotox	-1.6	23.9	-28.8	18.6	-1.6
Peg3 promoter	3.9	-0.1	9.6	2.7	12.8
Shn3 inh set2	1.1	-3.5	20.5	3.2	4.5
MITF TRPM1 inh	-0.3	.	-11.0	10.1	-5.0
hiPSC survival	0.3	-3.6	2.7	0.1	-0.1
TWEAK-Fn14 inh	-31.3	8.3	-17.3	-2.2	13.1
NR2E3 ag-2	-44.0	-0.9	-11.4	-9.5	-3.0
aDG glyco act	0.3	-0.1	-0.4	0.0	-0.1
HIF-2a block	-5.7	8.3	-10.3	-1.5	0.6
CF NFkB block	0.2	-26.3	-8.4	-9.7	5.6

# Quoted from above: entries 8 to 18
8: CCOC(=O)COc1ccc(/C=C2/C(=O)NN(c3ccc(F)cc3)C2=O)cc1OC
9: Cc1ccc(C)c(S(=O)(=O)N2CCN(CC(=O)Nc3cc(C)on3)CC2)c1
10: CC(C(=O)Nc1sc2c(c1C(=O)NCC1CCCO1)CCC2)N1C(=O)c2ccccc2C1=O (stereo not given)
11: O=C(OCc1ccc([N+](=O)[O-])cc1Cl)c1cnccn1
12: CC(=O)Cc1nsc(NC(=O)c2ccccc2Cl)n1
13: O=C(NCc1ccncc1)[C@@H]1CCCN1C(=O)[C@@H]1CCCN1C(=O)c1ccccc1
14: O=C1C2C3C=CC(O3)C2C(=O)N1N=Cc1ccc2c(c1)OCO2 (stereo not given)
15: CC(NC(=O)COC(=O)c1cc(=O)[nH]c2ccccc12)c1ccccc1 (stereo not given)
16: Cc1ccc2c(c1)N(C(=O)CCC(=O)NCCCN1CC(C)CC(C)C1)CCO2 (stereo not given)
17: Cc1ccc2c(CSc3nc4ccccc4c(=O)n3CCCO)cc(=O)oc2c1C
Screen / compound no.	8	9	10	11	12	13	14	15	16	17
NR2E3 ag-1	-1.4	-1.3	1.6	0.5	-5.7	.	.	4.3	8.1	2.3
KKLEB cytotox	-12.4	5.5	6.6	-11.4	1.0	.	-1.9	6.7	19.3	-1.6
Peg3 promoter	7.8	15.4	10.8	12.5	-7.2	.	-184.9	0.3	-5.0	3.9
Shn3 inh set2	-12.5	-9.4	-18.0	4.6	-34.4	.	-78.1	-0.3	9.8	1.1
MITF TRPM1 inh	0.2	3.5	-9.6	2.7	5.1	.	-26.9	7.6	7.0	-0.3
hiPSC survival	-0.3	5.1	2.6	-0.4	-0.2	0.5	-2.2	-1.4	3.2	0.3
TWEAK-Fn14 inh	-3.4	13.4	21.4	-6.3	0.5	1.5	-5.6	1.9	3.6	-31.3
NR2E3 ag-2	2.5	-22.0	-0.6	6.0	8.6	16.1	18.5	-18.6	7.3	-44.0
aDG glyco act	0.0	-0.2	0.0	-0.1	-0.2	-0.1	0.0	-0.4	0.2	0.3
HIF-2a block	13.5	10.7	16.1	24.1	-20.9	11.0	-116.0	1.6	1.2	-5.7
CF NFkB block	13.5	3.5	6.9	16.4	11.9	.	-5.1	-16.4	1.5	0.2

18: O=C(/C=C/[C@H]1O[C@@H](n2cnc3c(NC(=O)c4ccccc4)ncnc32)[C@H](O)[C@@H]1O)NCCc1c[nH]c2ccccc12
Screen / compound no.	18
NR2E3 ag-1	.
KKLEB cytotox	23.9
Peg3 promoter	-0.1
Shn3 inh set2	-3.5
MITF TRPM1 inh	.
hiPSC survival	-3.6
TWEAK-Fn14 inh	8.3
NR2E3 ag-2	-0.9
aDG glyco act	-0.1
HIF-2a block	8.3
CF NFkB block	-26.3
